# Screening results from PubChem.
# proCasp3 act: activates human procaspase-3 | activation, % at 8.5 µM | P42574 | recombinant procaspase-3 D3A, Ac-DEVD-pNA absorbance 405 nm | AID 463141 | 330,000 tested, 0.11% active;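 active means activation above the mean of all tested compounds plus 3 SD, cut at about 21% in these data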;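 further: 0% = DMSO alone and 100% = DMSO wells spiked with extra 5 µM PC-3 D3A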
# Target sequence (P42574 whole entry D9A/D28A/D175A): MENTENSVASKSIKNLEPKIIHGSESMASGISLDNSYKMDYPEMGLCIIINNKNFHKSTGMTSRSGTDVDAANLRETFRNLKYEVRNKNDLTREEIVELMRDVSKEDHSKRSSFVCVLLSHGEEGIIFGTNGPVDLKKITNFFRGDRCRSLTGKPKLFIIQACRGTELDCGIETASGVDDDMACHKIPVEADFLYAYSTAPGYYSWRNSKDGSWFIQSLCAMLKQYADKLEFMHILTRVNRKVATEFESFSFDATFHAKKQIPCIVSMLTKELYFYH
#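 Assay system: Autoprocessing-dead procaspase-3 D3A mutant enzyme; also added: Ac-DEVD-pNA; doses: one concentration, 8.5 µM nominal, 0.8% DMSO; times: 1 h compound preincubation, 2 h substrate hydrolysis at 25 °C; technique: 405 nm absorbance of p-nitroaniline, reads at 0 and 120 min; measure: % activation between DMSO and enzyme-spiked controls; repeats: single replicate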
# CIT2 TOR yeast: modulators of TOR pathway CIT2-GFP in S. cerevisiae | S. cerevisiae CIT2-GFP strain, flow cytometry, 3 h; 100 means same as DMSO wells | GFP response vs DMSO, % at 10 µM | 320,000 tested, 0.065% active;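 active means GFP response relative to DMSO above a set limit, near the screen mean plus 3 SD, cut at about 150% in these data; inconclusive means Fewer than 70 cells measured for a yeast strain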;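 further: ratio of well median GFP fluorescence to mean of DMSO wells on the plate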
# LAP4-GFP MLPCN: yeast TOR pathway LAP4-GFP modulation; S. cerevisiae LAP4-GFP multiplex, flow cytometry GFP, 3 h; median GFP as percent of DMSO wells; GFP response vs DMSO, % at 10 µM; 320,000 tested, 0.34% active;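 active means GFP response vs DMSO above a set limit, about the screen mean plus 3 SD, cut at about 150% in these data; inconclusive means under 70 cell events counted for the yeast strain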
# MEP2-GFP yeast: modulators of TOR pathway MEP2-GFP in S. cerevisiae. S. cerevisiae MEP2-GFP strain, flow cytometry GFP, 3 h; 100% = DMSO control level. GFP response vs DMSO, % at 10 µM. 330,000 tested, 0.51% active. AID 2016;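 active means GFP response versus DMSO above a set limit, roughly screen mean plus 3 SD, cut at about 180% in these data; inconclusive means fewer than 70 cells counted for a yeast strain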;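 further: median GFP fluorescence of the barcode-gated MEP2-GFP cells per well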
# procasp7 counter: activates human procaspase-7, counter-screen for procaspase-3 activators; 330,000 tested, 0.093% active; P55210; activation, % at 8.5 µM; recombinant procaspase-7, Ac-DEVD-pNA absorbance 405 nm; D23A/D198A/D206A triple mutant, cannot self-cleave; scale: DMSO 0, 5 µM enzyme 100;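 active means percent activation above the screen-wide mean plus 3 SD, cut at about 25% in these data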
# Target sequence (P55210 whole entry D23A/D198A/D206A): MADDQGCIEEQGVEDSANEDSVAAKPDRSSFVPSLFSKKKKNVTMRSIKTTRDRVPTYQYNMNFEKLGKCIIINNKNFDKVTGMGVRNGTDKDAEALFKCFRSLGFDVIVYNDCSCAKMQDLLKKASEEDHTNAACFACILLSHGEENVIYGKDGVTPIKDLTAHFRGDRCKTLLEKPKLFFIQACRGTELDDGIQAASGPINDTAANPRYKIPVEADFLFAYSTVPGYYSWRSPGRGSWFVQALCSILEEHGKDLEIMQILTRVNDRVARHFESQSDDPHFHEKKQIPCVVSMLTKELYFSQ
#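 Assay system: Uncleavable procaspase-7 mutant enzyme / Input: 2 µM procaspase-7 mutant as dispensed / Dosing: single nominal 8.5 µM compound dose, 0.8% DMSO final / Timing: 1 h enzyme–compound preincubation and 2 h substrate reaction, both 25 °C / Detection: p-Nitroaniline absorbance at 405 nm, read at 0 and 120 min / Replication: singlicate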
# AHR activator: activators of human aryl hydrocarbon receptor; AHR-responsive luciferase reporter cells, luminescence; activation, % at 5 µM; 320,000 tested, 2.5% active; in the data active means activation above about 47%;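 further: 0% = vehicle wells and 100% = reference agonist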
# AGP1-GFP MLPCN: yeast TOR pathway AGP1-GFP modulation; S. cerevisiae AGP1-GFP multiplex flow cytometry, 3 h; GFP as percent of DMSO wells; GFP response vs DMSO, % at 10 µM; 320,000 tested, 0.02% active;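 active means GFP response relative to DMSO above a set limit, near screen average plus 3 SD, cut at about 150% in these data; inconclusive means fewer than 70 cells counted for the yeast strain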;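 further: median GFP channel fluorescence of the gated AGP1 strain per well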
# RPL19A-GFP yeast: alters RPL19A-GFP fluorescence in TOR pathway yeast screen | 330,000 tested, 0.3% active | percent response vs DMSO, % at 10 µM | S. cerevisiae RPL19A-GFP strain, flow cytometry, 3 h; stronger effect = lower value;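 active means percent response vs DMSO below 50%; inconclusive means fewer than 70 events counted for the yeast strain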;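 further: median channel GFP fluorescence of the barcoded RPL19A-GFP strain; ratio of sample median GFP to plate DMSO average so 100% = DMSO; lower means less RPL19A-GFP as with rapamycin TOR inhibition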
# Numbers without * were called inactive; ? = inconclusive; nt = not tested or not shown; [ ] = dose if it differs, or a comment.
molecule	proCasp3 act	CIT2 TOR yeast	LAP4-GFP MLPCN	MEP2-GFP yeast	procasp7 counter	AHR activator	AGP1-GFP MLPCN	RPL19A-GFP yeast
Cc1cccc(N2CCN(C(=O)c3cnn4c(C(F)F)cc(-c5ccccc5)nc34)CC2)c1C	7.3	88.8	96.3	98.1	-0.9	-1.2	93.9	93.7
Cc1cc(=O)n2[nH]c(C(F)(F)F)c(-c3ccccc3)c2n1	-5.4	95.1	103.8	97.8	-3.9	-1.5	99.6	95.6
CS(=O)(=O)N1N=C(c2ccco2)CC1c1ccccc1 (configuration not stated)	-13.0	94.9	90.2	103.0	-9.4	-1.4	97.3	99.9
O=C(O)c1ccc(N2CCc3ccccc32)c([N+](=O)[O-])c1	4.4	105.3	89.9	102.9	3.7	5.4	99.3	104.8
CC(=O)Nc1cccc(-c2nnc(SCC(=O)N3CCCCC3)n2C)c1	-1.9	96.8	88.8	100.0	-2.2	-0.7	95.4	96.7
O=C1CN(C(=O)/C=C/c2ccco2)c2ccccc2N1	-2.1	111.2	102.2	107.0	0.9	4.2	108.5	102.9
CCCn1c(=S)[nH]c2sc3c(c2c1=O)CCCC3	-10.0	107.5	93.1	111.1	-12.4	4.9	106.3	106.8
Nc1nc(Cl)cc(N2CCOCC2)n1	-0.1	110.2	100.1	110.0	-4.1	1.3	97.4	94.6
Cc1ncc([N+](=O)[O-])n1CC(=O)N/N=C/c1ccccc1F	-2.3	88.8	95.1	90.3	5.9	1.3	94.9	92.7
CSCC[C@H](NC(=O)[C@H](Cc1ccccc1)n1c(=O)[nH]c2ccccc2c1=O)C(=O)N1CCC[C@H]1C(=O)O	2.1	101.6	104.5	113.7	2.1	0.8	103.3	103.9
N#Cc1ccc(CSc2nnc(-c3c[nH]c4ccccc34)n2-c2ccccc2)cc1	1.8	115.2	107.8	109.8	-2.3	1.0	114.9	109.9
Cc1cc(C(=O)N/N=C/c2cccnc2)cs1	2.6	104.0	94.7	97.6	-2.8	16.8	103.0	101.9
O=C(c1ccccc1)N1N=C(c2ccccc2O)CC1c1ccc(Br)cc1 (configuration not stated)	0.9	101.7	93.8	102.1	7.0	4.8	96.5	104.0
C/C(=C\c1ccccc1)C(=O)Nc1ccc(Cl)cn1	-2.9	116.3	82.8	112.5	0.5	-0.9	103.2	103.5
C[C@@H]1COC(=O)[C@H](CC(=O)OC(C)(C)C)C/C=C\C[C@H](CC(=O)NCCO)C(=O)N1	6.5	100.5	93.7	98.0	7.9	-0.8	105.5	99.4
Cn1nc(-c2ccccc2)c(-c2nc(-c3ccccc3Cl)no2)c1Cl	2.6	94.4	94.5	99.2	5.1	3.0	98.2	99.2
COc1ccc(C(=O)NC(=S)N2CCN(c3ccccc3OC)CC2)cc1	-12.4	94.9	103.5	103.3	-15.4	-1.2	96.3	100.1
O=C(NN1C(=O)C2C3CCC(O3)C2C1=O)c1ccc(Br)o1 (configuration not stated)	9.7	103.5	91.7	102.3	-2.1	-0.1	102.2	103.0
O=S(=O)(NCC(c1ccco1)N1CCN(c2ccc(F)cc2)CC1)c1ccc2c(c1)OCCO2 (configuration not stated)	-0.2	101.8	96.8	97.2	5.1	-0.8	100.3	104.5
NC(=O)c1ccccc1OCc1nnc(-c2ccccc2Br)o1	4.0	109.5	95.2	102.9	1.2	11.2	106.5	101.7
c1ccc(CSc2ccc(-c3ccco3)nn2)cc1	-16.7	96.4	117.4	98.2	-21.1	-5.7	102.2	108.9
C=CCN1CN(S(=O)(=O)c2cccc(Cl)c2)c2nc3ccccc3nc21	-5.2	89.6	102.8	110.2	-17.9	24.4	77.0	96.8
CC(NC(=O)c1ccccc1F)c1nnc(SCC(=O)NC2=NCCS2)n1C (configuration not stated)	9.2	103.2	96.5	106.8	8.8	-2.9	99.5	96.5
CCN(CC(=O)Nc1ccc(OC)cc1)C(=O)c1oc2c(Cl)cccc2c1C	-8.9	97.0	103.1	98.1	13.7	53.0*	110.4	98.7
CC(=NNC(=O)Cn1ccc(C(F)(F)F)n1)c1ccc(-n2ccnc2)cc1	-1.2	93.5	105.7	111.6	-0.6	34.5	96.2	94.5
Cc1ccc(C)c(S(=O)(=O)Nc2ccc3scnc3c2)c1	4.2	nt	96.2	103.2	10.7	4.3	106.2	103.0
CCOC(=O)c1nn(-c2ccc(F)cc2)c2nc(CC(C)C)c(C#N)c(=O)n12	5.9	92.5	93.7	101.0	-5.3	4.5	101.6	99.7
N#Cc1nc(-c2ccccc2)oc1N1CCC(C(N)=O)CC1	-5.8	105.8	101.1	96.0	5.2	10.7	106.3	102.8
COc1ccc(NC(=S)N(Cc2ccccn2)Cc2ccccc2Cl)cc1	6.5	91.0	99.6	88.0	7.2	-4.2	91.8	92.8
COc1ccc(NC(=O)Cc2nc3ccccc3[nH]2)cc1	-3.4	101.6	106.0	112.0	-1.5	3.7	103.5	101.1
COc1ccc(CN2CCN(C(=O)c3cccs3)CC2)cc1	-5.0	93.3	93.7	94.9	-1.3	0.9	98.5	95.6
Cn1c(Cn2c(=O)sc3ccccc32)nnc1SCC(N)=O	12.8	103.3	103.2	111.0	3.2	1.3	106.4	102.8
COc1cc2c(c(O)c1OC)C(=O)C(OC)CCC2 (configuration not stated)	7.0	90.5	98.2	102.7	4.8	-0.9	94.6	95.5
NC(=O)c1nsc(C(=O)N(c2ccccc2)C(C(=O)NC2CCCC2)c2cccs2)c1N (configuration not stated)	-9.4	96.7	91.2	103.8	-0.2	0.8	85.4	92.1
CC(C)c1nnc(NC(=O)CCC(=O)NCc2ccc(F)cc2)s1	10.1	97.7	90.0	91.5	-5.0	3.9	92.2	92.4
CN(C)c1ccc(C(=O)OCc2ccccc2)cc1	-0.7	83.2	nt	88.5	-0.1	-1.1	90.8	93.1
Nc1cc(Br)c(N)c(Br)c1	-1.2	101.5	86.3	97.9	-17.7	42.2	102.3	103.7
COc1cc(C)nc(Oc2ccc(=O)[nH]n2)n1	5.9	117.1	103.5	105.3	-11.5	-0.8	107.7	104.6
O=C(Cc1ccccc1)NCC(=O)N/N=C/c1ccc(C(=O)O)cc1	7.5	93.9	89.9	95.1	2.9	0.4	93.0	104.0
O=C(Nc1ccc(-c2noc(COc3ccccc3Cl)n2)cc1)c1ccco1	-13.8	102.4	97.2	103.5	0.5	-5.4	98.6	96.3
Cc1cc(OC(=O)c2ccc(F)cc2)c([N+](=O)[O-])c(=O)[nH]1	3.8	103.4	104.2	109.8	-7.6	1.1	107.7	101.0
COc1cc(NC(=O)[C@H]2CSCN2C(=O)[C@@H]2CCC(=O)N2)cc(OC)c1OC	-3.3	104.3	93.0	99.0	0.3	3.2	105.0	103.3
NS(=O)(=O)c1ccc(NC(=S)NCc2cccs2)cc1	-9.4	87.0	93.0	92.5	-1.6	-0.6	100.2	95.4
C=CCN1CC(=O)N2C(C)c3[nH]c4ccccc4c3C[C@H]2C1=O (some centres not stated)	-3.0	?	64.9[may fluoresce violet]	226.2*[may fluoresce violet]	-0.6	-3.3	?	51.7[may fluoresce violet]
Cc1cc(NS(=O)(=O)c2ccc(NC(=O)NC(C)(C(F)(F)F)C(F)(F)F)cc2)no1	7.4	102.4	97.0	98.7	6.2	2.7	nt	90.8
Nc1nc(NC(=O)CCCC(=O)O)nn1-c1ccccc1	4.6	106.6	103.7	106.8	8.6	0.3	105.2	101.6
Cc1oc2c(CN3CCCC3)c(O)ccc2c(=O)c1-c1ccc(Br)cc1	-5.6	99.0	92.6	96.7	9.6	-0.5	103.7	96.3
CN(CC(=O)Nc1ccc(Cl)c(C(F)(F)F)c1)C(=O)Cc1n[nH]c(=O)c2ccccc12	-3.8	97.3	104.8	99.5	-0.1	3.8	103.3	96.5
Cc1ccccc1NC(=O)C1(C)Cc2ccccc2C(=O)O1 (configuration not stated)	-5.7	87.5	96.4	97.6	-1.4	-1.8	88.8	96.8
N/C(=N\OC(=O)c1cnn(-c2ccccc2)c1C(F)(F)F)c1cc(C(F)(F)F)cc(C(F)(F)F)c1	-1.9	99.8	98.4	87.7	-7.6	0.6	99.0	93.4
Cc1ccc(NC(=O)c2cc(-c3cccs3)on2)cc1C	0.4	96.0	106.2	103.7	2.6	-1.4	95.2	97.5
Cc1cccc(N2CCN(C(=O)c3ccccc3NC(=O)C3=CSCCO3)CC2C)c1 (configuration not stated)	7.5	101.2	90.7	94.2	-0.6	2.2	96.6	94.6
O=C(NC1CCCCC1)c1cccc(Cn2cc(Cl)cn2)c1	8.0	100.3	103.4	103.6	9.3	7.3	103.1	100.8
CC(=O)Nc1cccc(C(=O)OCC(=O)NC2CCCCCCC2)c1	0.4	93.9	105.4	103.7	3.3	1.4	100.5	100.2
COc1ccccc1CC(=O)N1CCN(c2cccc(Cl)c2)CC1	5.6	99.8	103.3	109.1	-5.9	-0.2	101.1	105.2
COCCn1c(CN(Cc2ccccc2)Cc2ccccc2)nc2c1c(=O)n(C)c(=O)n2C	-6.3	97.0	99.1	97.8	0.8	-1.8	97.3	97.9
CCOC(=O)C1CCCN(C(=O)c2cc3cc(Br)ccc3oc2=O)C1 (configuration not stated)	2.9	95.0	105.2	98.4	-1.0	1.3	93.5	105.5
NS(=O)(=O)c1ccc(N2N=C(c3ccccc3)CC2c2ccc(F)cc2)cc1 (configuration not stated)	64.0*	82.9	104.8	102.2	85.7*	0.8	70.3	96.9
CCCC(C(=O)Nc1ccc2c(C)cc(=O)oc2c1)c1ccccc1 (configuration not stated)	-7.0	103.0	101.8	102.8	6.8	-8.4	104.5	103.8
CCC1Sc2ccccc2N(CC(=O)NCc2ccccc2OC)C1=O (configuration not stated)	0.1	106.3	98.2	91.7	-7.9	15.2	104.7	104.1

# Further entries follow:
molecule	proCasp3 act	CIT2 TOR yeast	LAP4-GFP MLPCN	MEP2-GFP yeast	procasp7 counter	AHR activator	AGP1-GFP MLPCN	RPL19A-GFP yeast
O=C(CN1C(=O)c2cccc3cccc1c23)NCC1CCCO1 (configuration not stated)	-3.3	102.2	91.9	102.1	-3.2	0.3	93.8	98.4
CCn1cc(C(=S)N2CCC(C(N)=O)CC2)c2ccccc21	3.9	99.0	108.3	107.3	-6.3	-0.5	101.7	94.3
Cc1ccc(C(=O)NNC(=O)C(NC(=O)c2cccc(C)c2)C(C)C)cc1 (configuration not stated)	7.2	92.7	103.4	99.5	-3.4	1.4	97.9	98.1
COc1ccc(CNC(=O)CN(Cc2ccc(C)cc2)S(=O)(=O)c2ccc(Cl)cc2)cc1	10.8	100.9	86.7	96.6	5.1	1.2	96.8	94.9
CCOc1ccc([C@@H]2CC=C(C(=O)O)CN2S(=O)(=O)c2ccc(C)cc2)cc1	3.1	114.0	137.2	89.3	-3.4	-1.7	88.7	97.7

# Compounds as they come (roughly 3.5% active in at least one column).
